bovine MsrA act: bovine methionine sulfoxide reductase A activation; 360,000 compounds, 0.3% hits; purified bovine MsrA, absorbance read-out; activation, % at 10.6 µM; AID 602163; in the data active = activation above about 7.5%;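 note: 0% = vehicle and 100% = reference activator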
Rin1 Abl inh: blocks binding of human Rin1 to Abl; TR-FRET Rin1/Abl binding, biochemical; inhibition, % at 7.35 µM; 360,000 compounds, 0.4% hits; AID 588664; in the data active = inhibition above about 5%, passing the limit was not always enough
Target sequence (P00519 whole entry, looked up): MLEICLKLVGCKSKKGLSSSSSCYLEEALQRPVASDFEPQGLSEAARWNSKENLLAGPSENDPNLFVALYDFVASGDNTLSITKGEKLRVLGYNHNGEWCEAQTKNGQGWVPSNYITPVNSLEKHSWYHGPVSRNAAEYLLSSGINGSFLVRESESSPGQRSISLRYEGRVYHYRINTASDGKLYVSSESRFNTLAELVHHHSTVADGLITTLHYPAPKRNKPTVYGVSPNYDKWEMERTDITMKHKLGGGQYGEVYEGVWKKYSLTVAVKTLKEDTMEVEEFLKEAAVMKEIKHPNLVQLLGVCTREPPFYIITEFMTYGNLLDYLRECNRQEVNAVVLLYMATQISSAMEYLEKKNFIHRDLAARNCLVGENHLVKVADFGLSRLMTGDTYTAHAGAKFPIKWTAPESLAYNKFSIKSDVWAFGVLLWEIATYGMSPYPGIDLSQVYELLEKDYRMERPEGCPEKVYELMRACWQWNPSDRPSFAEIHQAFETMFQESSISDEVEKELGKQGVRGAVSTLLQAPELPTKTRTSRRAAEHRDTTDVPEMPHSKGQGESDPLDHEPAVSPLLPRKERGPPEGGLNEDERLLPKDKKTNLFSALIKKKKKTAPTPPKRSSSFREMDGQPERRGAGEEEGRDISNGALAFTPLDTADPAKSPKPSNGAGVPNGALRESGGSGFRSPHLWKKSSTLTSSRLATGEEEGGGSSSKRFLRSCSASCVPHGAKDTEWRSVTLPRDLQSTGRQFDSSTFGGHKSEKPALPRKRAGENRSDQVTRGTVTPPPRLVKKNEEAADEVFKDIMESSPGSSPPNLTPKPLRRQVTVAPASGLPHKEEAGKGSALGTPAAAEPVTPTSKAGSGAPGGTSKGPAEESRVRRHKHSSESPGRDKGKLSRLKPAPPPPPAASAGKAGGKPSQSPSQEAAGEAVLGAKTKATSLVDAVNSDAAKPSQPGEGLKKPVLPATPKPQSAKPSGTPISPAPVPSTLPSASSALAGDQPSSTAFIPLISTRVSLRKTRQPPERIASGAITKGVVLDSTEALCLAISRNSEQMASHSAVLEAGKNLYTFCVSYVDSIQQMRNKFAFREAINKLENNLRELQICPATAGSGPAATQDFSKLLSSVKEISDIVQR
Target sequence (Q13671 whole entry, looked up): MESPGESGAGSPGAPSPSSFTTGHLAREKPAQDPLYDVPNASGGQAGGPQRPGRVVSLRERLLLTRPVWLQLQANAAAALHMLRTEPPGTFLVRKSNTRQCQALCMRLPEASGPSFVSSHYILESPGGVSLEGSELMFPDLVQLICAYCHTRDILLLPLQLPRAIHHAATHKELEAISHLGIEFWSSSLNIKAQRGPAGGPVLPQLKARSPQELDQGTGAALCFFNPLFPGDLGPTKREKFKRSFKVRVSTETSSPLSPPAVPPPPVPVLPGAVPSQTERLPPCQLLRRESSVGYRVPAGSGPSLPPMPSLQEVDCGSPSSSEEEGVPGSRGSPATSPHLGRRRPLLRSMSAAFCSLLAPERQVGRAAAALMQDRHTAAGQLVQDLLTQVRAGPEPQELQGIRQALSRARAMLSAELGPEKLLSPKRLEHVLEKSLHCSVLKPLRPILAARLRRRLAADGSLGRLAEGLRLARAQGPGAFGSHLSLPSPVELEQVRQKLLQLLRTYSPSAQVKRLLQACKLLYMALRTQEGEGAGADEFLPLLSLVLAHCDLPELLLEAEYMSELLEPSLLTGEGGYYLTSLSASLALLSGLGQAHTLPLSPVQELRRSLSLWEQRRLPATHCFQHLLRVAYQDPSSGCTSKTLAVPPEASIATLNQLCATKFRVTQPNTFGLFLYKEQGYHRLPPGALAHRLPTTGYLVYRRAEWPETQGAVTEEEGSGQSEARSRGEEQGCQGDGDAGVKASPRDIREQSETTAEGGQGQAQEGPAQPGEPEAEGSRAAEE
Tb MetRS inh: blocks T. brucei methionyl-tRNA synthetase activity; purified T. brucei MetRS, ATP depletion, Kinase-Glo luminescence; 360,000 compounds, 0.4% hits; inhibition, % at 11.9 µM;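 active = inhibition above a per-plate cutoff of the control wells' mean inhibition plus 3 SD, cut at about 5.5% in these data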;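 note: 0% = DMSO wells median and 100% = median of wells with control inhibitor compound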
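Dosing: 11.9 µM single point; system: parasite MetRS enzyme; technique: luminescence of leftover ATP; times: 15 min enzyme-compound preincubation, 2 h reaction, 10 min detection, 25 °C; replicates: each compound tested once; read-out basis: percent inhibition relative to median high and low control wells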
FAS-TE inh: FAS thioesterase (human) inhibition | inhibition, % at 15 µM | 360,000 compounds, 0.67% hits | recombinant FAS-TE, OMFH fluorogenic substrate, fluorescence endpoint;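 active = compounds whose normalised, plate-corrected inhibition of enzyme fluorescence in the single-dose primary screen is 50% or more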;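 note: 0% = DMSO with enzyme and 100% = substrate without enzyme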
CSN deneddyl inh: CSN deneddylation inhibition. inhibition, % at 12.5 µM. Q92905. Purified CSN, SCF-Nedd8-OG deneddylation, fluorescence polarization. 360,000 compounds, 0.38% hits;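 active = pattern-corrected inhibition above about 35%, with an unprinted fluorescence ratio check between 0.5 and 1.5, limit read from the data, passing the limit was not always enough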;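 note: 0% = enzyme with substrate and 100% = substrate without enzyme; some results filed as inactive read as strong as hits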
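Detection – fluorescence polarization · System – HEK293T-derived human Csn5 enzyme · Controls – substrate-only high control, full reaction low control · Timing – 90 min, room temperature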
Neddyl block: blocks human cullin neddylation | P61081+Q13564 | TR-FRET cullin neddylation, biochemical | calls only at 25 µM | 360,000 compounds, 0.58% hits | AID 651699; in the data active = inhibition above about 36%
MsrA inhibitor: inhibits bovine methionine sulfoxide reductase A; purified bovine MsrA, absorbance read-out; inhibition, % at 15.5 µM; 360,000 compounds, 0.75% hits; AID 651718; in the data active = inhibition above about 4.5%;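 note: 0% = vehicle wells with enzyme and 100% = reference inhibitor wells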
MLLE-PAM2 inh: inhibitors of microRNA-mediated deadenylation, human PABP1 MLLE binding. 360,000 compounds, 0.36% hits. GST-MLLE / FITC-PAM2 fluorescence polarization. P11940. inhibition, % at 20 µM; in the data active = inhibition above about 35%, passing the limit was not always enough;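 note: plate controls were DMSO wells with GST-MLLE for no effect and wells lacking GST-MLLE protein for full effect; some results filed as inactive read as strong as hits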
E coli Lon inh: inhibits E. coli Lon protease. 360,000 compounds, 0.42% hits. P0A9M0. inhibition, % at 7.94 µM. purified E. coli Lon protease, fluorescence polarization. AID 602123; in the data active = inhibition above about 13%, passing the limit was not always enough;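 note: 0% = enzyme with probe and DMSO and 100% = no enzyme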
* hit, by the source's call; i = inactive; . = no result given; + = active, no number.

SMILES	bovine MsrA act	Rin1 Abl inh	E coli Lon inh	MLLE-PAM2 inh	Neddyl block	Tb MetRS inh	FAS-TE inh	MsrA inhibitor	CSN deneddyl inh
Cc1ccccc1/C=C/c1nc2ccccc2c(=O)n1CCc1ccccc1	-8	2	6	0	i	-1.8	27	2.1	-1
O=C(c1ccc(Cn2cnnn2)cc1)N1CCCC(Nc2ccc(F)c(F)c2)C1 (configuration not stated)	-2	3	2	-5	i	1.2	-5	1.9	9
CCSC1=C(C#N)C2(CCCC2)C(C#N)=C(N)N1	-9	1	-7	-1	i	-1.3	6	0.3	4
CCCc1c(O)c2ccccc2[nH]c1=O	-1	-2	2	0	+	0.1	-6	-0.2	-3
Cc1ccc(/C=C2\C(=O)NC(=O)N2C)o1	-9	3	-2	2	i	-0.7	-5	2.7	0
O=c1c2c(nc3c(-c4cccc5ccccc45)c[nH]n13)CCC2	-1	-3	0	3	.	0.5	13	0.7	1
CC(C)c1ccc(NCCC(=O)c2ccc(Br)cc2)cc1	-4	-2	0	-5	i	0.1	-5	0.0	-1
CC(N=Cc1c(O)c2ccccc2oc1=O)C(=O)O (configuration not stated)	-2	2	-11	-17	i	0.1	-5	1.4	-2
COc1ccccc1-c1cc(C(=O)O)c2c(=O)n(C)c(=O)n(Cc3ccccc3)c2n1	-4	2	-14	-3	.	0.8	-5	2.8	-2
COc1ccc(-c2nc3c(c(=O)[nH]c(=O)n3Cc3ccccc3)n2CCO)cc1	-2	4	-6	-8	i	0.4	-2	-0.7	-2
CC(=O)N1CCOc2cc(S(=O)(=O)NC(C)c3ccccc3)c(Cl)cc21 (configuration not stated)	-7	0	-8	6	i	-1.5	0	-0.7	-8
CN(C(=O)CSc1nc(N)c2c3c(sc2n1)CSC(C)(C)C3)c1ccccc1	-1	-2	-10	6	i	0.1	-4	0.4	0
CCOC(=O)C1CC(=O)c2ccccc2C1c1ccccc1 (configuration not stated)	-2	-1	-12	6	i	-0.2	1	0.5	2
COCCNC(=O)C1(C)CCCN(C(=O)c2ccc(C)c(F)c2)C1 (configuration not stated)	-10	2	-7	7	i	-0.4	-8	-0.5	-1
OCCCc1nc2ccccc2n1CCCCOc1ccccc1	6	1	0	-2	i	-0.3	-6	0.2	5
CCOCCCNC(=O)c1c[nH]c2ccc(S(=O)(=O)Nc3cccc(OC)c3)cc2c1=O	-2	-3	-2	0	i	0.8	-1	1.2	1
Cc1onc(-c2ccccc2Cl)c1C(=O)Nc1ccc(OCC(=O)N2CCOCC2)cc1	-12	-1	1	-11	i	-1.1	-10	1.2	2
C=CCNc1ncnc2c1cnn2-c1ccc(C)cc1C	0	1	-4	-13	i	-0.5	-7	-1.7	11
NC(=O)c1ccc(NC(=O)CCCN2C(=O)NC3(CCCC3)C2=O)cc1	-5	6	4	11	i	-0.3	-3	3.5	-2
COC(=O)C1=CN(c2ccc(F)cc2)C(N)=C(C#N)C1c1ccccc1 (configuration not stated)	.	.	.	.	i	0.5	.	0.1	5
CN(Cc1ccc(Cl)cc1)C(=O)c1cc(S(=O)(=O)N2CCOCC2)ccc1N1CCCC1	-1	2	-3	-4	i	-0.4	10	-0.9	-5
CCOc1ncc(S(=O)(=O)N2CCN(CC)CC2)cc1C(=O)O	-3	1	4	3	i	-0.1	-5	-0.8	-3
Cc1ccc(NS(=O)(=O)c2ccc(C(=O)NCc3cccnc3)cc2)cc1	-4	4	-8	-5	i	-0.3	-2	-0.1	-1
CC1CCCN(C(=O)COC(=O)C2CCN(S(=O)(=O)c3ccc(Cl)c(C(F)(F)F)c3)CC2)C1 (configuration not stated)	-9	0	2	-3	i	-0.3	11	0.4	0
Cc1cccn2c(=O)c(C=C(C#N)C#N)c(N3CCN(c4cccc(Cl)c4)CC3)nc12	-6	4	3	-16	i	-0.7	27	0.1	-1
O=C(N/N=C/c1ccccn1)C(O)c1ccccc1 (configuration not stated)	-2	-3	-6	1	i	0.2	-5	1.7	1
CCCCNCc1cc(Br)c(OCC(=O)N2CCOCC2)c(OC)c1	-3	0	-3	7	i	-0.5	-8	0.4	0
O=C(Cn1nnc(-c2cc(Cl)ccc2-n2cnnn2)n1)N1CCCc2ccccc21	-4	1	-2	4	i	-0.6	3	0.2	-3
COc1ccc(NC2CCCN(C(=O)c3cccs3)C2)cc1 (configuration not stated)	-4	-3	-6	3	i	-0.4	0	1.6	0
O=C(COC(=O)c1cnccn1)c1ccc(Cl)c([N+](=O)[O-])c1	-2	0	-3	12	i	-0.1	4	0.8	-5
O=C(CCCCCn1c(SCc2ccncc2)nc2ccccc2c1=O)NCc1ccco1	-2	-5	-11	-31	i	-0.5	2	0.5	2
COc1ccc(S(=O)(=O)N2CCOC2CNC(=O)C(=O)NCc2ccccc2OC)cc1 (configuration not stated)	2	0	-1	-3	i	-0.4	-3	-0.1	1
O=[N+]([O-])c1cc(S(=O)(=O)N2CCCC2)ccc1N/N=C/c1ccccn1	-2	-1	2	-10	i	-0.3	0	0.2	3
CC(=O)c1sc(NC(=O)c2ccccc2F)nc1C	-2	-7	-5	-12	i	-1.0	-3	2.9	3
COC(=O)c1ccccc1NC(=O)c1cc(-c2ccco2)on1	-4	2	-1	-23	i	-1.1	-3	1.1	18
Nc1nncn1C(=O)c1c(Cl)cccc1Cl	-1	2	-1	3	i	-0.3	-9	-1.0	-1
CCC(=O)Nc1ccc(NC(=O)CSc2nnc(-c3ccc(O)cc3)n2CC2CCCO2)cc1 (configuration not stated)	-6	1	0	3	i	-0.5	-2	-0.1	0
Cc1cc(F)ccc1NC(=O)C1CCN(S(=O)(=O)c2ccc3c(c2)CCCC(=O)N3)CC1	2	-4	-1	17	i	0.5	-6	-1.2	2
CCOC(=O)c1ccccc1NC(=O)CSc1nnnn1C1CCCCC1	-2	0	-3	5	i	-0.4	31	-1.2	-6
CC(=O)Oc1ccccc1Cn1c(C)c(C(=O)NCc2cccc(Cl)c2)sc1=O	0	0	-5	-5	i	1.5	13	-0.2	-4
CCOC(=O)c1cccc(C2=CC(=O)C[C@H](c3ccc(Cl)cc3)C2)c1	-4	3	1	8	i	0.0	30	-1.0	-1
Cc1ccc(C)c(C(=O)CN2C(=O)C(=O)N(C3CCCC3)C2=O)c1	6	1	9	1	i	0.0	-6	0.6	-2
CCN(CC)CCCNC(=O)C(C)n1c2ccccc2c2nc(=O)cc(C)n21 (configuration not stated)	-8	-5	1	5	i	-1.3	-2	-0.3	2
COc1cc2c(cc1OC)C(c1ccc(Br)cc1)NC(=O)C2 (configuration not stated)	-7	-2	4	-6	i	-0.6	-1	0.9	0
Nc1ccc(S(=O)(=O)Nc2nccs2)cc1	-3	-1	0	-10	i	-0.5	-4	-0.3	-5
COCOc1cccc(CN2CCC(C)(Oc3ccc(C(C)=O)cc3)C2)c1 (configuration not stated)	-10	-4	-26	1	i	-0.4	-6	-0.1	0
CCOc1ccc(NC(=O)CSc2nnc(C)n2C2CC2)cc1S(=O)(=O)N1CCCC1	-2	1	1	-5	i	-0.1	-6	1.3	-6
COc1ccc(C(=O)NCCCSC)cc1OC1CCN(C(C)C)CC1	-2	2	-13	10	i	-0.4	-5	0.3	-1
CCC(=O)Nc1c2c(nn1-c1ccc(F)cc1)CS(=O)(=O)C2	-1	1	10	-6	i	-0.2	-7	-0.1	0
O=C(O)C1CCN(S(=O)(=O)c2ccc(N3CCCC3C(=O)O)c([N+](=O)[O-])c2)CC1 (configuration not stated)	-4	-2	-6	13	i	0.0	-4	-0.3	6
CCOC(=O)c1cc2n(c1/N=C/N(C)C)-c1ccccc1C2=O	-2	1	7	77	i	-0.3	-13	0.6	-2
O=C1C(=O)N(CCCN2CCOCC2)C(c2ccc([N+](=O)[O-])cc2)/C1=C(\O)c1ccc2c(c1)OCCO2 (configuration not stated)	-4	0	0	10	i	-0.4	-2	2.1	-1
COCCNc1oc(COc2cccc(C)c2)nc1C#N	-2	-1	-6	-7	i	-0.2	-2	0.3	-2
COc1ccccc1N1CCN(Cc2cccs2)CC1	-8	-1	9	-2	i	-1.0	-7	0.8	-1
CCOC(=O)C1=CC[C@@H](c2ccc(OC)cc2)N(S(=O)(=O)c2ccc(C)cc2)[C@H]1CC	-4	0	2	-5	i	-1.0	18	1.1	0
CN(c1ccccc1)S(=O)(=O)c1cccc(C(=O)NNC(=O)c2ccccc2)c1	-2	-1	-8	11	i	0.5	-3	-0.9	-4
COc1ccccc1C(C[N+](=O)[O-])c1c(N)n(C)c(=O)n(C)c1=O (configuration not stated)	-9	-3	-1	6	i	-0.5	-6	1.6	5
O=C(NCCN1CCN(c2ccccc2F)CC1)C1c2ccccc2C(=O)N2CCc3ccccc3C12 (configuration not stated)	-1	0	3	0	i	-0.1	-3	-0.2	1
NS(=O)(=O)c1ccc(CCNc2ccc(C(F)(F)F)cn2)cc1	-3	3	1	-4	i	-0.4	5	-0.4	-2
COc1ccccc1CNS(=O)(=O)c1c(C(=O)N2CCCCCC2)c(C)n(C)c1C	-3	2	-8	20	i	-0.6	-4	1.0	2

(further entries)
SMILES	bovine MsrA act	Rin1 Abl inh	E coli Lon inh	MLLE-PAM2 inh	Neddyl block	Tb MetRS inh	FAS-TE inh	MsrA inhibitor	CSN deneddyl inh
C/C(=N\NC(N)=S)c1ccc(-n2ccnc2)cc1	-1	-2	-8	-24	i	0.6	-2	0.8	0
Cc1cc(C)cc(N(C(=O)c2cccs2)C2C=CS(=O)(=O)C2)c1 (configuration not stated)	-13	0	-5	2	i	-1.4	-14	-0.1	3
CCN(c1ccc(OC)cc1)S(=O)(=O)c1nnc(NC(=O)CC(C)C)s1	-1	0	-7	0	i	-1.3	-5	-1.0	-3
CC(c1nc2ccccc2c(=O)[nH]1)N(C)c1ccc2ccccc2c1 (configuration not stated)	-2	-3	20	42*	i	0.0	5	0.9	-48
COc1ccc(CNC/C=C/c2ccccc2)cc1	-4	-2	-1	4	i	-1.2	-3	0.1	1
C=CCN(c1ccc(C(=O)N2CCN(c3ccc(F)cc3)CC2)cc1)S(C)(=O)=O	-12	-3	-5	-23	i	-2.1	3	-0.5	-2
CCCS(=O)(=O)N1CCCC(C(=O)NCCCN(C)c2ccccc2)C1 (configuration not stated)	0	2	2	15	i	-0.2	-10	1.2	-1
C/C(=N\NC(=O)c1ccc(-n2cnnn2)cc1)c1ccc(Cl)cc1	-5	4	-6	2	i	-0.2	-3	-0.8	-3
Cc1ccc(OCCCC(=O)N(C)CC(=O)Nc2ccccc2Br)cc1	-1	0	2	-6	i	-0.2	2	-1.4	-1

Random excerpt: four entries already listed.
SMILES	bovine MsrA act	Rin1 Abl inh	E coli Lon inh	MLLE-PAM2 inh	Neddyl block	Tb MetRS inh	FAS-TE inh	MsrA inhibitor	CSN deneddyl inh
Cc1ccc(OCCCC(=O)N(C)CC(=O)Nc2ccccc2Br)cc1	-1	0	2	-6	i	-0.2	2	-1.4	-1
C/C(=N\NC(=O)c1ccc(-n2cnnn2)cc1)c1ccc(Cl)cc1	-5	4	-6	2	i	-0.2	-3	-0.8	-3
Cc1cc(C)cc(N(C(=O)c2cccs2)C2C=CS(=O)(=O)C2)c1 (configuration not stated)	-13	0	-5	2	i	-1.4	-14	-0.1	3
CCCS(=O)(=O)N1CCCC(C(=O)NCCCN(C)c2ccccc2)C1 (configuration not stated)	0	2	2	15	i	-0.2	-10	1.2	-1
